PKM2 activator: increases activity of human pyruvate kinase M2. P14618. purified PKM2, Kinase-Glo ATP luminescence, activation; response scale: 0% is enzyme alone, no compound. Potency, µM (series often up to 57.5 µM), without a hit: at the highest dose activation, usual class: activators. actives 0.34% (n = 260,000). AID 1631; note: potency is the fitted concentration of half-maximal effect; nearly all actives have a fitted effect of over 55% in size
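Purified hPK-M2 (>95%) run at intermediate activity with 0.1 mM ADP and 0.5 mM PEP in 50 mM imidazole pH 7.2, KCl, MgCl2; 1 h room temperature. ATP formed read by Kinase-Glo luminescence; normalized to uninhibited and no-enzyme controls.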
uPA generation: blocks generation of uPA at the cell surface. cell surface uPA generation assay, qHTS. Potency, µM (top dose mostly 38.3 µM), inactives show at the highest dose activity change, negative = inhibition, usual class: inhibitors. actives 0.31% (n = 330,000). AID 540303; active = well fitted inhibition curve with a large enough effect; inconclusive = small, poorly fitted or top-dose-only effect; inactive = no such curve, though single readings can be large or run the other way; tested in mouse RAW 264.7 cells; note: potency is the fitted concentration of half-maximal effect; nearly all actives have a fitted effect of over 55% in size
Chronic BCR inh: inhibitors of chronic active B-cell receptor signaling. actives 0.05% (n = 340,000). ABC-DLBCL IkBa-CBG/CBR reporter, luminescence ratio, 4 h. Potency, µM (titrated, usually from 46.1 µM), inactives show top-dose ratio change, negative = lower green/red ratio, hits mostly inhibitors. AID 493014; active = well fitted inhibition curve with a large enough effect in the signal ratio, with a control signal flat, not every such curve was filed as active; inconclusive = small, poorly fitted or top-dose-only effect, or effect the other way, or a change in a side signal; the % refers to the signal ratio;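 note: potency is the fitted concentration of half-maximal effect; plate controls were basal doxycycline-induced cells for no effect and cells given 10 µM MG132 for full effect; MG132 reads +100%, hits lower the ratio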
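TMD8 ABC-DLBCL cells carrying doxycycline-inducible green luciferase fused to IkappaBalpha plus unfused red luciferase were exposed to compounds (up to 46 uM) for 4 hrs at 37C. Activity came from the overlap-corrected green/red luminescence ratio.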
USP2a block: USP2a (human) protease inhibition; O75604; USP2 core, Ub-CHOP2 coupled fluorogenic reporter, 485/531; Potency, µM (highest dose often 38.3 µM), for inactives: at the top dose activity change, negative = inhibition, actives largely listed as inhibitors; actives 0.01% (n = 330,000);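 note: potency is the fitted concentration of half-maximal effect; plate controls were DMSO wells for no effect and full inhibition by NEM control for full effect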
Target sequence (O75604 whole entry, looked up): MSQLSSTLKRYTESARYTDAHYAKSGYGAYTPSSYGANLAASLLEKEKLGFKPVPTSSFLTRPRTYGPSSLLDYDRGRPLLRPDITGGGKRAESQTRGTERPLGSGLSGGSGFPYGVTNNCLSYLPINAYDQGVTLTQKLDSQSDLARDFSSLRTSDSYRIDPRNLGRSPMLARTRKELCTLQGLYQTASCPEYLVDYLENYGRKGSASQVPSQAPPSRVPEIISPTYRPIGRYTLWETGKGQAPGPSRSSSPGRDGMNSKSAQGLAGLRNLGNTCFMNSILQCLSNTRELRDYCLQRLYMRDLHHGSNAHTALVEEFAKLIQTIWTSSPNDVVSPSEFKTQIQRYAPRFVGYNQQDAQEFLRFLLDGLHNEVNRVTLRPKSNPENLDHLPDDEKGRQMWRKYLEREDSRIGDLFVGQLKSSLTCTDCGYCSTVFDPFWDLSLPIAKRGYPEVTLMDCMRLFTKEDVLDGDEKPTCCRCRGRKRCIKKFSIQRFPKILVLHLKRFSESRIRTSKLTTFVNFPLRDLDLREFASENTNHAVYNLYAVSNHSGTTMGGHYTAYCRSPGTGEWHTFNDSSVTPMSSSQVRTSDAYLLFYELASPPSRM
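USP2 core (10nM final) preincubated 30min RT with compound in 20mM Tris-HCl pH 8.0, 2mM CaCl2, 2mM beta-mercaptoethanol, 0.05% CHAPS; 25nM Ub-CHOP2 plus 25nM reporter substrate added, fluorescence (Ex485/Em531) read after 60min.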
KCNH2 3.1 inh: blocks the human KCNH2 3.1 channel isoform; U2OS KCNH2 3.1, thallium flux FluxOr; stronger effect = lower value; activity change, % (tested at about 1.8 µM); actives 0.95% (n = 340,000); AID 720553;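 active = maximum activity change below -70%; inconclusive = maximum activity change from -70% to -50%; inactive = maximum activity change above -50%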;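 note: thallium influx rate constant from kinetic fluorescence after stimulation buffer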
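Virally transduced U2OS (3.1 isoform, 4 h infection in dark at RT) → overnight 37 C → FluxOr + Red40 in HBSS/HEPES, 45 min → stimulation buffer, 2 min kinetic read → rate constant vs DMSO controls.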
B2AR arrestin: beta2AR (human) beta-arrestin recruitment activity. actives 0.02% (n = 330,000). Potency, µM (series often up to 46.1 µM), without a hit: top-dose activation, usual class: activators. beta-arrestin recruitment to beta2AR, cell-based reporter. AID 492947. P07550;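 note: potency is the fitted concentration of half-maximal effect; 0% = DMSO controls and full agonism = EC100 isoproterenol or metaproterenol; nearly all actives have a fitted effect of over 65% in size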
Target sequence (P07550 whole entry, looked up): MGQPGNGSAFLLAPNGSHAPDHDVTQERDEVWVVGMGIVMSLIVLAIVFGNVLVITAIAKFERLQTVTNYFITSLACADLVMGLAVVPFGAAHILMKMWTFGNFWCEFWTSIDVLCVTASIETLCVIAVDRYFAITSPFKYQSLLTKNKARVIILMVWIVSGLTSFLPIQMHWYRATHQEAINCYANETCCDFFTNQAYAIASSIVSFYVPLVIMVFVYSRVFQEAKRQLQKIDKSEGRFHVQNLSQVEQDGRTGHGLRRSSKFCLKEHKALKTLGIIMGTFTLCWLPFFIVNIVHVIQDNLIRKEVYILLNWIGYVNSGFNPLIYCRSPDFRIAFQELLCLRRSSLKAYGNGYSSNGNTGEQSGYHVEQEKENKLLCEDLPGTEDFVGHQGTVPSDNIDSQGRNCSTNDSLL
GALK inh: inhibitors of human galactokinase; P51570; Purified GALK, Kinase-Glo residual ATP luminescence; Potency, µM (highest dose often 57.5 µM), for the others: at the top dose activity change, negative = inhibition, most hits filed as inhibitors; actives 0.007% (n = 270,000); AID 1868; note: potency is the fitted concentration of half-maximal effect
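Quantitative HTS: GALK 5 nM, ATP 35 uM, galactose 100 uM, 1 h room temperature, then luciferase-based ATP detection.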
Giardia killer: kills Giardia lamblia. Giardia lamblia trophozoite viability. activity change, % at 7.66 µM, hits read low. actives 0.15% (n = 340,000). AID 540267; in the data active = activity change below about -80%; inconclusive = between about -30% and that limit;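 note: parasites exposed to compound for two days anaerobically before the ATP read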
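Luminescence from cellular ATP indicates surviving trophozoites (100 cells/well) following 48 hrs anaerobic compound treatment at 37 deg C; signal develops 15-30 min at room temperature.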
KCNH2 WT inh: inhibitors of human wildtype KCNH2 potassium channel. Q12809. U2OS, BacMam KCNH2, thallium flux FluxOr; stronger effect = lower value. actives 0.37% (n = 340,000). activity change, % at 1.84 µM;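 active = maximum activity change below -70%; inconclusive = maximum activity change between -70% and -50%; inactive = maximum activity change above -50%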
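U2OS cells transduced with wild-type KCNH2 virus are loaded with FluxOr dye for 45 min, and thallium flux is measured in kinetic reads before and after stimulation buffer. Rate constants are normalized to DMSO controls.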
Eya2 inh: Eya2 (human) phosphatase inhibition; actives 0.006% (n = 330,000); recombinant Eya2, OMFP fluorescence dephosphorylation (OMFP is methylfluorescein phosphate); Potency, µM (highest dose often 76.9 µM), without a hit: at the highest dose activity, negative = inhibition, most hits filed as inhibitors; note: potency is the fitted concentration of half-maximal effect
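Eya2 (0.2 uM) preincubated 10 min at ambient with compound, then OMFP substrate added at 50 uM; 10 min reaction in 50 mM HEPES pH 7.5, 50 mM NaCl, 5 uM MgCl2, 0.05% BSA, 1 mM DTT. Fluorescence read at Ex 485/Em 525 nm.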
Coupling enz: inhibits coupling enzyme system, counter-screen for aldolase hits | coupling enzyme system counterscreen, AmpLite Red fluorescence | activity change, negative = inhibition, % at 58.2 µM, hits read low | actives 0.67% (n = 290,000); in the data active = activity change below about -30%
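Final compound at 57.5 uM, incubated 10 min at RT with coupling enzyme reagent (glyceraldehyde-3-phosphate), then 20 min with substrate and AmpLite Red detection. Fluorescence read at 525/598 nm; tests interference with the coupling assay, not aldolase inhibition.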
Starred values were filed as active, the others as inactive; ? = inconclusive; · = not tested or not shown; [ ] = another dose, or the depositor's remark. Unless noted, calls come from the whole dose curve; as a rule, active = well fitted curve in the direction sought with a large enough effect; inconclusive = small, poorly fitted or top-dose-only effect, or another doubt; inactive = no such curve, though single readings can be large; an effect the other way counts as inactive or inconclusive. Unless noted, % is set by controls: 0 for no effect and ±100 for the full control effect.

SMILES	PKM2 activator	uPA generation	Chronic BCR inh	USP2a block	KCNH2 3.1 inh	B2AR arrestin	GALK inh	Giardia killer	KCNH2 WT inh	Eya2 inh	Coupling enz
O=C(Nc1nccs1)c1ccc(-c2ccc([N+](=O)[O-])cc2)o1	-2%	-2%	?	10%	5	-0.1%	5%	-5	-6	11%	-1
O=C(Cc1ccccc1F)Nc1nc(-c2cccs2)cs1	0%	3%	?	3%	-13	0.1%	-3%	16	-9	-8%	-1
CCOC(=O)c1sc(NC(=O)CN2CCCC2)c(C(=O)OCC)c1C	-4%	1%	·	·	-6	·	-3%	4	13	·	-5
O=C(CCN1C(=O)[C@H]2CC=CC[C@H]2C1=O)NCc1nc(-c2ccccc2)no1	·	11%	-9%	2%	13	0.1%	-1%	-23	-29	3%	·
O=C(Nc1cccc(-c2cc3ccccc3oc2=O)c1)c1ccc(Br)o1	2%	4%	?	-1%	-24	-0.4%	-1%	-3	3	5%	-3
Cc1nnc(C)n1/N=C/c1ccc(C(=O)O)cc1	-2%	6%	28%	8%	-14	0.2%	-4%	-9	0	-4%	-1
COc1cc(C(=O)CSc2nnc(-c3ccc(O)cc3)n2CC2CCCO2)ccc1NC(C)=O (stereo not given)	0%	8%	2%	-1%	-8	-1.0%	-1%	1	13	7%	1
N#Cc1ccc(OCC(=O)N2CCN(S(=O)(=O)c3cccc(Cl)c3)CC2)cc1	·	-7%	3%	-2%	-10	0.1%	·	-8	7	3%	·
CC(OC(=O)c1nccnc1N)C(=O)Nc1ccc(S(=O)(=O)N2CCCC2)cc1 (stereo not given)	·	1%	1%	0%	4	-0.4%	·	-10	-4	-19%	·
CN(C)N1C(N)=C(C#N)C(c2cccnc2)C2=C1CCCC2=O (stereo not given)	1%	2%	6%	2%	3	-0.4%	1%	3	-3	7%	-25
Cc1ccc2nc(-c3ccc(NC(=O)Cc4cccs4)cc3)[nH]c2c1	-4%	2%	25%	3%	3	0.0%	·	1	-3	-13%	-2
CCn1nnc2c(=O)oc3ccccc3c21	1%	3%	-3%	9%	-10	0.0%	-1%	21	1	-22%	-2
CC1C=CC(C)C(C(=O)O)C1C(=O)O (stereo not given)	1%	3%	1%	-1%	-9	-0.1%	0%	-13	-4	2%	-1
COc1ccc(-c2cc(C3CCN(c4ccc(C(C)=O)cc4[N+](=O)[O-])CC3)[nH]n2)cc1	-3%	·	?	1%	-24	-0.2%	-2%	2	-6	-10%	-4
CC(C)c1ccc(OC(=O)c2ccc3c(=O)n4c(nc3c2)CCC4)cc1	·	6%	18%	-1%	-20	-0.1%	·	-4	-17	1%	·
Cn1c(=O)[nH]c(=O)c2c1nc1n2CC(COc2ccc3ccccc3c2)O1 (stereo not given)	0%	-2%	1%	-1%	-4	-0.7%	·	-18	-3	6%	1
Fc1ccc(-c2csc3[n+]2CCS3)cc1	6%	0%	8%	1%	1	0.2%	0%	-22	3	6%	0
Cc1ccc(S(=O)(=O)CCC(=O)OCc2ccc(S(=O)(=O)C(C)C)cc2)cc1	3%	10%	2%	3%	-16	0.0%	-3%	11	·	-12%	2
O=c1c(-c2ccco2)[n+]([O-])c2ccccc2n1OCc1c(F)cccc1F	0%	0%	?	1%	2	-0.6%	3%	17	-2	-6%	1
Cc1cc(C)cc(N(CCC#N)C(=O)COC(=O)c2ccccc2SCC(=O)N2CCCC2)c1	·	8%	7%	1%	9	-0.8%	-1%	16	-15	-11%	·
Nc1nc(-c2ccc(Br)cc2)cc(C(F)(F)F)n1	0%	-2%	?	2%	5	-0.5%	0%	1	-7	18%	-2
Cc1c[n+]([O-])cc(C)c1Oc1ccccc1	·	10%	0%	1%	-23	0.6%	·	?	-2	10%	·
c1ccc(CN2CCN(c3ncnc4c3[nH]c3ccccc34)CC2)cc1	-2%	-7%	-6%	-1%	-25	0.3%	1%	-2	-18	4%	-1
O=C(NC1CCN(C(=S)Nc2ccc(F)cc2)CC1)c1ccco1	-3%	-1%	0%	2%	12	0.1%	17%	2	3	-3%	8
CC(NC(=O)COC(=O)c1ccc(CO)cc1)C1CC2CCC1C2 (stereo not given)	·	12%	-1%	-1%	-2	-0.2%	·	-13	-24	-6%	·
(listing goes on)
SMILES	PKM2 activator	uPA generation	Chronic BCR inh	USP2a block	KCNH2 3.1 inh	B2AR arrestin	GALK inh	Giardia killer	KCNH2 WT inh	Eya2 inh	Coupling enz
O=C(CSc1ncnc2sc3c(c12)CCC3)NCC1CCCO1 (stereo not given)	-2%	6%	5%	0%	-8	3.8%	-3%	-26	-1	-10%	·
COc1cccc(NC(=O)NCCN2CCCCC2)c1	-1%	14%	0%	1%	-8	-0.5%	-2%	-20	3	2%	1
O=C(COC(=O)c1cnccn1)c1ccc2c(c1)CCCC2	-14%	1%	-1%	-2%	5	0.2%	1%	-15	-5	-1%	1
CCOC(=O)C1CCN(C(=O)CNS(=O)(=O)c2cccs2)CC1	4%	6%	0%	-1%	-4	-0.9%	0%	-3	4	-15%	-1
O=C(CCCN1C(=O)c2ccccc2C1=O)Nc1cccnc1	3%	-1%	11%	0%	5	0.1%	1%	-7	-9	-1%	4
O=C(Nc1ccc(N2CCN(C(=O)c3ccccc3)CC2)cc1)c1cccnc1	2%	6%	0%	-1%	-10	-0.4%	4%	-3	3	4%	3
CCOc1ccc2ccccc2c1/C=N/NC(=O)CNC(=O)c1ccccc1O	·	3%	?	-1%	-10	0.3%	11%	-15	1	-16%	-6
Cc1oc(-c2ccccc2)cc1C(=O)Nc1cccc2ccccc12	19%	-6%	?	-14%	-9	-0.8%	0%	-13	1	-3%	7
COC(CNC(=O)C1CCCCC1C(=O)O)OC (stereo not given)	7%	-1%	1%	6%	-11	-0.8%	3%	-1	3	6%	1
COC/C=C/C1=CC2=CC(=O)C(C)(OC(=O)c3cnc4ccccc4n3)C(=O)C2=CN1CCOC (stereo not given)	1%[11.5 µM]	-9%	·	·	-3	·	·	17	13	·	-15
O=C(COc1ccc(S(=O)(=O)NCc2ccccc2)cc1)NCC1CCCO1 (stereo not given)	7%	4%	6%	-1%	-8	0.2%	-1%	-29	17	12%	1
Cc1cc(C(=O)COc2cccnc2[N+](=O)[O-])c(C)n1Cc1ccco1	17%	-3%	-2%	1%	-10	-0.5%	13%	?	-37	12%	-10
Clc1cccc(N2CCN(CCNc3nc4ccccc4n4cnnc34)CC2)c1	4%	·	2%	-2%	-14	-0.4%	1%	8	-14	4%	3
Cc1ccccc1OCC(=O)NNC(=O)CN1C(=O)c2ccccc2C1=O	0%	-2%	-2%	4%	0	0.2%	-2%	-9	-6	-7%	-4
Cc1ccc(NCc2nnc3n2CCCCC3)cc1	-17%	0%	7%	0%	-14	-0.4%	0%	-5	-6	15%	-4
CC12CN(C(=O)c3cccc([N+](=O)[O-])c3)C3(C#N)CC1CCC23C (stereo not given)	-3%	-15%	9%	1%	-6	0.2%	4%	10	16	-3%	3
CC1=CC(C2CC(=O)N(c3ccc(C)cc3)C2=O)CC2C(=O)N(c3ccc(C)cc3)C(=O)C12 (stereo not given)	-2%	-1%	0%	-1%	-4	-1.0%	6%	-10	0	1%	4
Cc1ccc(NC(=O)CN(C)C(=O)CCC(=O)c2cccs2)cc1	-1%	0%	-5%	6%	6	-0.1%	0%	-15	7	6%	-1
O=[N+]([O-])c1cc(S(=O)(=O)C(F)(F)F)ccc1Sc1nc2ccccc2[nH]1	3%	-9%	?	3%	-4	-0.3%	1%	-16	-4	-6%	0
CC(=O)NC(NC(C)=O)c1ccc(Br)cc1	2%	-1%	-19%	0%	-1	0.1%	-1%	1	8	-8%	3
Cc1ccccc1-n1c(SCC(=O)Nc2cccc3ccccc23)nc(O)cc1=O	·	2%	2%	-1%	17	-0.3%	1%	-2	-6	6%	6
Cc1ccc(NC(=O)COc2cccc(-n3cnnn3)c2)cc1[N+](=O)[O-]	·	-2%	?	2%	-6	-0.8%	-1%	12	3	10%	2
CC(C)Cc1ccc(C(C)NC(=O)Cc2ccc(S(=O)(=O)N3CCOCC3)s2)cc1 (stereo not given)	·	-6%	5%	-1%	-12	0.0%	·	-1	-8	-9%	·
COc1cc(OC)cc(C(=O)NCC(=O)OCC(=O)NC2CCCc3ccccc32)c1 (stereo not given)	·	7%	-10%	2%	·	0.6%	·	0	-12	1%	·
COc1cc(C(=O)Nc2ccc(C(=O)O)cc2)ccc1OC(C)=O	-46%	7%	?	-1%	-1	0.4%	1%	-8	-2	-6%	1
CCOC(=O)c1ccc(NC(=O)c2nc[nH]c2C(=O)N[C@H](C)c2ccccc2)cc1	1%	?	?	1%	2	-0.2%	-1%	-7	?	-10%	-6
